# Bioassay records (PubChem BioAssay)
# TDP1 cell noCPT: qHTS for Inhibitors of human tyrosyl-DNA phosphodiesterase 1 (TDP1): qHTS in cells in absence of CPT. Potency, µM (titrated, usually from 46.2 µM), without a hit: at the highest dose activity change, negative = growth inhibition, most hits filed as inhibitors. DT40 Tdp1-/- hTDP1 cells, no CPT, ATP luminescence, 48 h. actives 15% (n = 420,000); also: nearly all actives have a fitted effect of over 55% in size
#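 Seeded 400 DT40-hTDP1 cells/well (vehicle DMSO, no 20 nM CPT); pinned compounds; ≥48 hr at 37 °C; CellTiter-Glo luminescence as viability measure.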
# KAT2A inh: GCN5L2 (KAT2A) acetyltransferase inhibition; Q92830; GCN5L2 HAT assay, ThioGlo1 CoA-SH fluorescence; Potency, µM (highest dose often 58.9 µM), for inactives: top-dose activity change, negative = inhibition, actives largely listed as inhibitors; actives 0.21% (n = 390,000); AID 504327
# Target sequence (Q92830 whole entry, looked up): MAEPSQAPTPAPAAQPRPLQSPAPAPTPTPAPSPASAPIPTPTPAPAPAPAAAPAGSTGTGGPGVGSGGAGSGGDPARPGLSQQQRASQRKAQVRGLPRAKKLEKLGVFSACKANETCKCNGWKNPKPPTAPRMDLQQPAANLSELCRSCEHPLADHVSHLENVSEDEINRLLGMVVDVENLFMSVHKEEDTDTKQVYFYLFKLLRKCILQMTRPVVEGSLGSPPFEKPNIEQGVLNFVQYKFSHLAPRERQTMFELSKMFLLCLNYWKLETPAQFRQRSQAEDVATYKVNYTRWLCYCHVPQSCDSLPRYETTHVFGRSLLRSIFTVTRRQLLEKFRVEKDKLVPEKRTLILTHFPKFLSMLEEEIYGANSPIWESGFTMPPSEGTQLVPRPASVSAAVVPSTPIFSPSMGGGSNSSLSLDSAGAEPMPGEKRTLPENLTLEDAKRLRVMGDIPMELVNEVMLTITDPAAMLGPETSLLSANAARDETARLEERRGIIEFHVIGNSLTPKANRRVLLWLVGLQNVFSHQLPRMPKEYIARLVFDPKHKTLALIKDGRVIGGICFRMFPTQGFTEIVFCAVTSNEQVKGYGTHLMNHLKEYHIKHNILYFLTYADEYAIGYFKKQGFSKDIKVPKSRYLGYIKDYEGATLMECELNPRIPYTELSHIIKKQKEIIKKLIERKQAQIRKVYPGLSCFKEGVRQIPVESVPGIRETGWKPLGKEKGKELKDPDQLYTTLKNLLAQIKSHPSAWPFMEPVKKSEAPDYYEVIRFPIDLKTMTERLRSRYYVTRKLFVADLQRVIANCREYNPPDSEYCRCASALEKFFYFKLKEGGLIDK
#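 Titration-based screen in which CoA formation is detected via maleimide probe ThioGlo1 (50uM) turning fluorescent on thiol reaction; substrates H3(1-25) 75uM and acetyl-CoA 70uM, GCN5L2 20nM, 20 min incubation at room temperature.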
# TDP1 cell CPT: growth inhibition of DT40 Tdp1-/-;hTDP1 cells with camptothecin (screen for TDP1 inhibitors) | chicken DT40 Tdp1-/-;hTDP1 cells + 20 nM CPT, ATP luminescence, 48 h | Potency, µM (series often up to 46.2 µM), for the others: at the highest dose activity change, negative = growth inhibition, actives largely listed as inhibitors | actives 12% (n = 420,000); also: nearly all actives have a fitted effect of over 55% in size
#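 Cell growth measured by CellTiter-Glo luminescence after a minimum 48 h, 37 C compound exposure with 20 nM CPT in Tdp1-knockout DT40 cells stably expressing hTDP1, seeded 400/well; qHTS titration format.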
# An asterisk follows results filed as active; ? = inconclusive; · = not tested or not shown; & = joins results of further samples. Calls follow the shape of the dose curve; as a rule, active = well fitted curve in the direction sought with a large enough effect; inconclusive = small, poorly fitted or top-dose-only effect, or another doubt; inactive = no such curve, though single readings can be large; an effect the other way counts as inactive or inconclusive. % is scaled to controls: 0 for no effect and ±100 for the full control effect; potency is read from the fitted curve at half-maximal effect. The list is partial. The share of hits here may be higher or lower than overall.
SMILES,TDP1 cell noCPT,KAT2A inh,TDP1 cell CPT
CCOC(=O)c1cnc(C(F)(F)F)nc1Oc1ccccc1,-10%,-11%,-8%
CC(=O)c1cc2cccc(OC3(C)CCN(Cc4ccc(-c5ccccn5)cc4)C3)c2o1 (centres undefined),18µM*,·,?
O=C(Nc1ccc(C(F)(F)F)cc1)c1ccccc1-n1cnnn1,8%,-2%,-25%
C[C@H]1CN([C@@H](C)CO)C(=O)c2cc(Br)cnc2O[C@H]1CN(C)C(=O)c1ccccn1,5%,·,9%
CCOc1ccc(N(C(=O)c2ccc3c(c2)OCO3)C2C=CS(=O)(=O)C2)cc1 (centres undefined),-13%,-12%,-6%
O=C(CN1CCN(c2nc(-c3ccc(F)cc3)cs2)CC1)Nc1ccc2c(c1)OCO2,-24%,-3%,2%
CCCCCCC(O)(c1ccc(OC)cc1)C(CN1CCOCC1)c1ccccc1 (centres undefined),?,-16%,?
NS(=O)(=O)c1cccc(NC(=O)c2cccnc2Oc2ccccc2)c1,?,-2%,-21%
O=C(Cc1ccccc1)Nc1nc(-c2ccc(F)c(F)c2)cs1,?,-5%,1.8µM*
Cc1cccc(NC(=O)CSc2nc3c(c(=O)[nH]2)CN(Cc2ccc4c(c2)OCO4)CC3)c1C,?,-4%,?
CN(CC(=O)Nc1ccccc1Cl)C(=O)C1CCN(C(=O)c2ccc(F)cc2)CC1,-17%,3%,-15%
COc1ccc(CN(C(=O)c2cnccn2)C(C(=O)NC(C)(C)C)c2cc(OC)c(OC)c(OC)c2)cc1 (centres undefined),-2%,-4%,3%
CCOc1ccccc1-c1cc(C(=O)Nc2ccc(C(=O)O)cc2)c2ccccc2n1,-28%,-4%,?
CCOc1ccccc1NC(=O)Cn1c(=O)n(Cc2ccco2)c(=O)c2cccnc21,?,4%,?
COc1ccc(NC(=O)c2noc3c2CCCC3)cc1Cl,-1%,4%,-22%
CN(C(=O)CSc1nnn(C)n1)c1ccccc1,7%,-17%,-9%
Cn1c(N)c(C(=O)COC(=O)[C@H](Cc2ccccc2)N2C(=O)c3ccccc3C2=O)c(=O)n(C)c1=O,-30%,-6%,-24%
O=C(CN1C(=O)NC2(CCCC2)C1=O)NCc1ccccc1,13%,-2%,-1%
CC1(C(=O)NCc2ccccc2)Cc2c(-c3ccc(C(N)=O)cc3)ccnc2O1 (centres undefined),2.1µM*,·,1.6µM*
Cn1c(=O)oc2cc(S(=O)(=O)NCCC(=O)NCc3ccccc3Cl)ccc21,5%,-9%,?
COc1ccc2c(c1)CC/C(=C/c1ccccn1)C2=O,?,-14%,?
COc1ccc(Cl)cc1C(=O)NNC(=O)c1cc2ccccc2o1,?,-11%,4%
Cc1ccc(C)c(S(=O)(=O)NC(CCC(N)=O)C(=O)O)c1 (centres undefined),-8%,-4%,0%
COc1ccc(N2CC(NC(=O)COc3ccccc3F)CC2=O)cc1OC (centres undefined),-12%,-6%,-23%
O=S(=O)(Nc1ncccn1)c1ccc(Cl)cc1,15%,0%,-2%

# (list continues)
SMILES,TDP1 cell noCPT,KAT2A inh,TDP1 cell CPT
CCCC1=Nc2cc(C(=O)NCCN3CCOCC3)ccc2Sc2ccccc21,1%,-4%,-26%
O=C(c1ccc(Cl)c([N+](=O)[O-])c1)N1CCCc2ccccc21,?,-1%,?
CSc1ccccc1NC(=O)c1ccc(Cl)s1,-11%,-6%,?
O=C(Oc1cccc(NC(=O)c2ccccc2Cl)c1)c1ccc([N+](=O)[O-])cc1,0%,-10%,5%
N=c1c(C(=O)NC2CCCC2)cc2c(=O)n3ccccc3nc2n1CCN1CCOCC1,-3%,-1%,-18%
CCCCCC(NC(=O)C1CCN(C(=O)[C@@H](NS(=O)(=O)c2ccc(C)cc2)C(C)C)CC1)C(=O)O (some centres undefined),1%,0%,7%
O=c1c2cnn(-c3ccccc3)c2nc(-c2cccs2)n1-c1ccc(Br)cc1,0.58µM*,-5%,?
CN1/C(=C\C(=O)COC(=O)CNC(=O)c2ccc3ccccc3c2)C(C)(C)c2ccccc21,10µM*,-9%,18µM*
CN(CC(=O)Nc1ccc(F)cc1)C(=O)COc1ccccc1Cc1ccccc1,?,-12%,?
COc1ccc(NC(=O)CCC(=O)N2CCCC2)c([N+](=O)[O-])c1,14%,1%,15%
COc1ccc(NC(=O)Nc2ccc3c(c2)N(C)C(=O)CS3)cc1OC,?,-1%,?
CC1(C(=O)NS(=O)(=O)c2ccc(C#N)cc2)CCN1C(=O)C1(c2ccc(Cl)cc2)CC1 (centres undefined),-7%,·,-25%
CC(C)NC(=O)COC(=O)C1CSC2(c3ccc(Br)cc3)CCC(=O)N12 (centres undefined),2%,-2%,7%
O=[N+]([O-])c1ccccc1S(=O)(=O)NCCC1=CCCCC1,21µM*,?,18µM*
CC(=O)Nc1nnc(SCc2cccc(F)c2)s1,-13%,-12%,-9%
COc1ccc(/C=C2\CC/C(=C\c3ccc(OC)cc3OC)C2=O)c(OC)c1,?,-6%,?
Cc1onc(-c2ccccc2Cl)c1C(=O)Nc1nnc(C(C)C)s1,?,-2%,-9%
CCOc1ccc(NS(=O)(=O)c2c(C)nc3sccn3c2=O)cc1,?,?,7%
Cc1cnc(C(=O)OCC(=O)Nc2oc(-c3ccccc3)c(-c3ccccc3)c2C#N)cn1,-19%,-12%,-11%
CCN(CC)C(=O)CSc1nnc2[nH]c(=O)cc(C)n12,20%,-5%,15%
CCOc1ccc(-n2c(SCc3nc(-c4cccs4)no3)nnc2-c2ccncc2)cc1,-28%,-4%,6%
C=CC[C@@H](CC(=O)NCCO)C(=O)N[C@H](COC(=O)[C@@H](CC=C)Cc1ccc(F)cc1)Cc1c[nH]c2ccccc12,?,-3%,?
COc1cccc(C(=O)OCC(=O)NC23CC4CC(CC(C4)C2)C3)c1,-8%,-2%,-11%
CSc1nc2ccc(S(N)(=O)=O)cc2s1,-17%,3%,-9%
O=C(CCNS(=O)(=O)c1ccc(Cl)cc1)NCc1ccccn1,-19%,-7%,-15%

# Next structures follow:
SMILES,TDP1 cell noCPT,KAT2A inh,TDP1 cell CPT
Cc1ccc(NC(=O)CSc2nnc(-c3ccccn3)n2C)cc1,-4%,-4%,-2%
CCOc1ccccc1OCC(=O)OCC(=O)c1c(N)n(CC(C)C)c(=O)n(C)c1=O,18µM*,-4%,?
COc1ccc(CNC(=O)COC(=O)CCOc2ccccc2)cc1,-14%,-8%,-7%
CC(C)NC(=S)N/N=C1\CCCCc2ccccc21,21µM*,-2%,?
Cc1noc(-c2ccccc2)c1NC(=O)Nc1ccc2nc([C@H]3C[C@H](O)[C@@H](CO)O3)[nH]c2c1,12%,·,0%
Cc1csc2c(=O)[nH]cnc12,0%,-3%,16%
O=C(CCN=C1NS(=O)(=O)c2ccccc21)OCc1ccccc1,-12%,-9%,-3%
Fc1ccccc1SCc1nnc(-c2ccccc2Br)o1,26µM*,-17%,5.8µM*
CC(=O)NC(C)CCc1ccccc1 (centres undefined),-30%,-2%,1%
O=C(/C=C/c1ccco1)N(Cc1ccccc1F)C1CCS(=O)(=O)C1 (centres undefined),-2%,-4%,1%
O=C(CSc1ncn[nH]1)NCc1ccccc1Cl,-10%,-11%,3%
Cc1ccc(NC(=O)CN2C(=O)COc3ccc(S(=O)(=O)NC4CCCC4)cc32)cc1Cl,-72%,2%,?
COC(=O)c1cc(COC(=O)c2ccc3ccccc3n2)oc1C,-25%,-4%,-21%
CCOc1cccc(C(=O)NC(=S)Nc2ccc3c(c2)OCCO3)c1,?,-6%,-16%
COc1cc(/C=N/NC(=S)NCCN2CCOCC2)cc(OC)c1O,4%,-11%,27%
N#Cc1cccc(NC(=O)c2cc(C3CCCCN3C(=O)c3ccc4c(c3)CCO4)on2)c1 (centres undefined),?,·,?
COC(=O)/C=C1\OCc2c(F)cccc21,-4%,·,-20%
Cc1ccc2[nH]c(=O)c(CN(CCCN(C)C)C(=O)Nc3cccc(Cl)c3)cc2c1,?,6%,21µM*
O=C(COC(=O)c1ccc([N+](=O)[O-])o1)NCc1ccc2c(c1)OCO2,14%,1%,-26%
O=C(Nc1ccc(F)cc1)N1CCN(c2ccc3nnc(-c4ccc(F)cc4)n3n2)CC1,?,0%&-6%,?
NS(=O)(=O)c1ccc(CCNC(=S)NC2CCCC2)cc1,?,-4%,-1%
C=CCSc1nnc(NC(=O)C2=COCCO2)s1,-7%,2%,2%
O=C(Nc1ccc(S(=O)(=O)N2CCOCC2)cc1)c1ccc(CN2CCc3ccccc3C2)cc1,0.92µM*,-9%,1.2µM*
COc1ccccc1N1CCN(C(=O)C(C)NC(=O)c2cccc([N+](=O)[O-])c2)CC1 (centres undefined),?,4%,?
COc1ccc(OCc2ccc(-c3nc(C#N)c(NCc4cccnc4)o3)o2)cc1,18µM*,-8%,?

# Compound profiles, from the list above. Order of values: TDP1 cell noCPT	KAT2A inh	TDP1 cell CPT
# O=C(Nc1ccc(S(=O)(=O)N2CCOCC2)cc1)c1ccc(CN2CCc3ccccc3C2)cc1 across the screens: 0.92µM*	-9%	1.2µM*
# COC(=O)c1cc(COC(=O)c2ccc3ccccc3n2)oc1C across the screens: -25%	-4%	-21%

# More compounds follow:
SMILES,TDP1 cell noCPT,KAT2A inh,TDP1 cell CPT
Cc1cc(C)cc(N(CCC(=O)O)S(=O)(=O)c2ccc(Cl)cc2)c1,10%,-1%,4%
Cc1cccc(NC(=O)Cc2ccc(NC3=NC4CS(=O)(=O)CC4S3)cc2)c1 (centres undefined),25%,22µM*,21%
CCOC(=O)C1CCCN(c2ncnc3c2cnn3-c2ccc(C)c(Cl)c2)C1 (centres undefined),-14%,3%,?
CN(C)Cc1ccccc1-c1ccc2ncnc(NCc3cccs3)c2c1,?,-10%,?
N#CCC(=O)Nc1ccc(C(=O)OCC(=O)Nc2cc(-c3ccccc3)nn2-c2ccccc2)cc1,-28%,·,-23%
Cc1cc(=O)oc2c(C)c(OC(C)C(=O)NCCCN3CCCC3=O)ccc12 (centres undefined),25%,-1%,-4%
COc1ccc(C(=O)CSc2nn3c(=O)c(C(C)(C)C)nnc3s2)cc1,?,2%,?
Cc1c2ccccc2nc2ccccc12,?,·,?
CC(C)Sc1nc2c(c(=O)[nH]c(=O)n2C)n1Cc1ccc(Cl)cc1,26µM*,-10%,?
Cc1ccc(C2=NN(C(=O)CSc3nccn3C)C(c3ccco3)C2)cc1 (centres undefined),21µM*,-22%,21µM*
CCN=C1SC(C(=O)Nc2ccc(OC)cc2)CC(=O)N1CC (centres undefined),-4%,-12%,8%
COc1cccc(C(=O)NC2=NC(c3ccccc3F)CC(=O)N2)c1 (centres undefined),-7%,1%,0%
Cc1csc2nc(CNS(=O)(=O)c3ccc4c(c3)OCCO4)cn12,?,-2%,?
Cc1ccc2c(=O)[nH]c(Nc3nc(C)cc(-c4ccccc4)n3)nc2c1,12µM*,0%,10µM*
O=S(=O)(N1CCCCCC1)N1CCN(S(=O)(=O)N2CCOCC2)CC1,-4%,-20%,-15%
COC(=O)C1=C(C(=O)OC)C(C(=O)OC)C(C(=O)OC)C(C(=O)OC)(C(=O)OC)C(C(=O)OC)=C1C(=O)OC (centres undefined),2.6µM*,·,2.6µM*
Cc1ccc(OCCCN2C(=O)C(=O)c3cccc(C)c32)cc1,15µM*,4%,7.3µM*
COc1ccc(-c2onc(C)c2C)cc1S(=O)(=O)Nc1cc(Cl)ccc1C,3.7µM*,1%,3.7µM*
CC(=O)c1ccccc1OCCn1nnc(-c2ccc(C)cc2)n1,-27%,-9%,3%
O=S1(=O)CC(N2CCSCC2)CN1Cc1cn(Cc2cccc(C(F)(F)F)c2)nn1 (centres undefined),-10%,·,-4%
CCOc1ccc(/C(O)=C2\C(=O)C(=O)N(CCN(C)C)C2c2cc(OC)ccc2OC)cc1Cl (centres undefined),-4%,·,13%

# Copied from the list.
# CCOC(=O)C1CCCN(c2ncnc3c2cnn3-c2ccc(C)c(Cl)c2)C1 (centres undefined) – TDP1 cell noCPT = -14%
# Cc1csc2nc(CNS(=O)(=O)c3ccc4c(c3)OCCO4)cn12 – KAT2A inh = -2%
# CC(C)Sc1nc2c(c(=O)[nH]c(=O)n2C)n1Cc1ccc(Cl)cc1 – KAT2A inh = -10%
# Cc1cc(C)cc(N(CCC(=O)O)S(=O)(=O)c2ccc(Cl)cc2)c1 – TDP1 cell CPT = 4%
# Cc1cc(=O)oc2c(C)c(OC(C)C(=O)NCCCN3CCCC3=O)ccc12 (centres undefined) – TDP1 cell CPT = -4%

# Four entries drawn at random from those above:
SMILES,TDP1 cell noCPT,KAT2A inh,TDP1 cell CPT
CCOc1ccc(NS(=O)(=O)c2c(C)nc3sccn3c2=O)cc1,?,?,7%
COc1ccccc1N1CCN(C(=O)C(C)NC(=O)c2cccc([N+](=O)[O-])c2)CC1 (centres undefined),?,4%,?
Cc1noc(-c2ccccc2)c1NC(=O)Nc1ccc2nc([C@H]3C[C@H](O)[C@@H](CO)O3)[nH]c2c1,12%,·,0%
N#Cc1cccc(NC(=O)c2cc(C3CCCCN3C(=O)c3ccc4c(c3)CCO4)on2)c1 (centres undefined),?,·,?
